Lmaj promast = Leishmania major promastigote growth inhibition, primary screen; actives 9% (n = 200,000); Leishmania major promastigotes, resazurin fluorescence viability; AID 1063, 2008; inhibition, % at 10 µM; in the data active = inhibition above about 50%;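 also: promastigotes grown with compound for 44 hours at 28 °C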
S1P3 antagonist = S1P3 receptor antagonists, primary screen, cell-based | Sphingosine 1-phosphate receptor 3 (Homo sapiens), Q99500 | CHO S1P3 NFAT-BLA reporter, FRET fluorescence, antagonist mode | inhibition, % at 4.98 µM | actives 0.27% (n = 170,000);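 active = inhibition above the plate cutoff, the mean inhibition of test wells on that plate plus 3 SD, cut at about 28% in these data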;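 also: cells challenged with S1P at its EC80 of 0.8 µM; blue over green emission ratio from cleaved BLA substrate after 4 h stimulation; 0% = S1P-stimulated wells and 100% = unstimulated DMSO-only wells; some compounds past the cut are filed as inactive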
Target sequence (Q99500 whole entry, looked up): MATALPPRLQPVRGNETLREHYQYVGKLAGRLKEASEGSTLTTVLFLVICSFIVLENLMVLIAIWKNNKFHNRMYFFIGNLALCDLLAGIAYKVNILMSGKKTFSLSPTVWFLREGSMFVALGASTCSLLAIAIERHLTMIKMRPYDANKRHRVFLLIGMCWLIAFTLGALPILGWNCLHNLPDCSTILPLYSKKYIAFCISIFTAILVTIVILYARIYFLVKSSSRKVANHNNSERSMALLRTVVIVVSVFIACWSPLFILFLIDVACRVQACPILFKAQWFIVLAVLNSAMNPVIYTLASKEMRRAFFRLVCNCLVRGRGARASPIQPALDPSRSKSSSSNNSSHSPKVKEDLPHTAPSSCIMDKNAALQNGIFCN
PMI activator = activators of human PMI, primary screen, biochemical, fluorescence intensity, near-Km mannose 6-phosphate. purified human PMI, coupled resazurin fluorescence, 20 min; hits give high values; 1 = vehicle control, 0 substrate-free wells. actives 0.005% (n = 190,000). Mannose-6-phosphate isomerase (Homo sapiens), P34949. activation factor at 20 µM;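 active = activation factor of 2 or more at 20 µM, relative to plate controls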
TNAP inh hi DEA = human TNAP enzyme inhibitors, primary screen, biochemical, luminescent, high phosphate acceptor level, uHTS | inhibition, % at 20 µM | purified TNAP, CDP-star luminescence, 1 M DEA | AID 1135, 2008 | actives 0.03% (n = 200,000);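 active = over 50% inhibition of tissue-nonspecific alkaline phosphatase at 20 µM in the single-dose screen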;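 also: plate controls were DMSO wells for no effect and EDTA-quenched wells as full inhibition for full effect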
Target sequence (P05186 whole entry, looked up): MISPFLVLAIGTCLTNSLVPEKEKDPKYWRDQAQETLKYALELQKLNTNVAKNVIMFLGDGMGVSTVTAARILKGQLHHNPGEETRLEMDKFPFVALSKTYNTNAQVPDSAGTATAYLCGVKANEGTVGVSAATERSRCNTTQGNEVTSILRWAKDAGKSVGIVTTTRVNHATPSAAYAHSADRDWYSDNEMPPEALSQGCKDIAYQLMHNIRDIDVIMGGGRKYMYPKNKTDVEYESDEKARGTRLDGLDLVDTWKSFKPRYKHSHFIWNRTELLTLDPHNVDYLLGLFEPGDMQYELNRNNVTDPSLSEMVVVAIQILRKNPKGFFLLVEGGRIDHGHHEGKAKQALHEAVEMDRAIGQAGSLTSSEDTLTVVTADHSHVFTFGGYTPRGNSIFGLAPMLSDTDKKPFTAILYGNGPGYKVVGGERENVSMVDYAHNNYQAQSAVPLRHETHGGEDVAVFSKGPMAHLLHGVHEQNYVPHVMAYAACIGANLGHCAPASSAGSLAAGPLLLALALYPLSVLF
HMGR II inh = inhibitors of E. faecalis class II HMGR, primary screen, biochemical, Enterococcus faecalis | actives 0.41% (n = 190,000) | purified E. faecalis HMGR, NADPH absorbance 340 nm kinetic | inhibition, % at 10 µM;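 active = inhibition above a set limit, the median over all tested compounds plus 3 SD, cut at about 9.5% in these data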;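 also: enzyme runs in reverse so mevalonate oxidation gives rising NADPH absorbance; 0% = complete reaction with DMSO and 100% = background rate lacking mevalonate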
DTT redox prof = compounds producing H2O2 with reducing agent – biochemical, NIH compound library profiling, artefact control for MLSCN library redox annotation, primary screen | DTT-dependent redox cycling H2O2, phenol red/HRP absorbance; 100% = 100 µM peroxide control, 0% = buffer | activation, % at 10 µM | actives 0.03% (n = 200,000) | AID 878, 2007;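 active = activation of at least 50% relative to the plate's high and low controls in the primary single-dose screen; inactive = activation below 50%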;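 also: compound incubated with DTT at 0.8 mM final as the reducing agent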
RAM inhibit = inhibitors of the yeast RAM network, primary screen, dse1pr::URA3 reporter, 5-FOA selection. S. cerevisiae dse1pr::URA3 reporter, 5-FOA growth OD615, 2 d; analog-sensitive cbk1-as2 kinase mutant strain. inhibition, % at 50 µM. actives 1.8% (n = 190,000). AID 868, 2007;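 active = inhibition above a set limit, 3 SD over mean compound inhibition, cut at about 8.4% in these data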;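 also: 0% = DMSO-only wells with no growth and 100% = 10 µM 1-NA-PP1 full growth; inhibition rescues growth on 5-FOA so higher OD means more RAM inhibition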
TNAP inh noacc = human TNAP enzyme inhibitors, primary screen, biochemical, luminescent, no phosphate acceptor, uHTS. Alkaline phosphatase, tissue-nonspecific isozyme (Homo sapiens), P05186. purified TNAP, CDP-star luminescence, 30 min. inhibition, % at 20 µM. actives 0.26% (n = 200,000). AID 1012, 2008;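 active = tissue-nonspecific alkaline phosphatase inhibition above about 50% at 20 µM in the single-dose screen, limit read from the data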;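 also: 0% = DMSO negative control and 100% = EDTA positive control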
Hsp70 act = Hsp70 transcriptional activators, primary screen, cell-based, HeLa, Hsp70 promoter luciferase, luminescence, 10 µM | HeLa Hsp70 promoter luciferase reporter; scaled: vehicle 0, proteasome-inhibitor control 100% | activation, % at 10 µM | actives 0.04% (n = 200,000);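 active = activation above the mean across all tested compounds plus 3 SD, cutoff set per campaign, cut at about 5.5% in these data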;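 also: 100% = MG132 at 30 µM as the positive control and 0% = DMSO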
PMI act satM6P = human PMI activators, high substrate, primary screen, biochemical, fluorescence intensity, near-saturating mannose 6-phosphate | Mannose-6-phosphate isomerase (Homo sapiens), P34949 | actives 0.34% (n = 190,000) | activation factor at 20 µM | coupled PMI enzyme assay, resazurin fluorescence, 20 min; hits give high values; 1 = untreated enzyme, 0 = substrate-free blank;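 active = activation factor of 2 or more at 20 µM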
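Test system: human PMI in coupled enzyme assay; Input: PMI at 15 ng/mL final; Medium: HEPES buffer, pH 7.4; Schedule: 20 min incubation at room temperature; Technique: resorufin fluorescence at Ex 544/Em 590 nm; Compound: 20 µM single dose; Probe or stimulus: Near-saturating mannose-6-phosphate, 1.0 mM.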
* = called active by the depositor; . = no result given.

Start of the listing, in advance (4 entries):
SMILES	Lmaj promast	S1P3 antagonist	PMI activator	TNAP inh hi DEA	HMGR II inh	DTT redox prof	RAM inhibit	TNAP inh noacc	Hsp70 act	PMI act satM6P
CC(C)C(=O)N1CCN(c2ccccc2N)CC1	-1	-38	0.9	-7	0	-2.3	0.5	-16	-0.3	0.8
Cc1ccccc1-c1nc(CS(=O)(=O)CC(=O)N2CCc3ccccc32)c(C)o1	11	28	1	-4	-6	-0.1	0.9	-11	-0.3	1
CCOc1ccc(NC(C)=O)cc1[N+](=O)[O-]	-3	-18	0.9	0	-1	-0.4	1.2	-5	-0.1	1
COCCn1c(C)cc(C(=O)CSc2nncn2-c2ccccc2)c1C	1	1	1.1	-2	-2	1.9	0.3	-8	-0.4	0.9

The whole of this part, repeating the preview:
SMILES	Lmaj promast	S1P3 antagonist	PMI activator	TNAP inh hi DEA	HMGR II inh	DTT redox prof	RAM inhibit	TNAP inh noacc	Hsp70 act	PMI act satM6P
CC(C)C(=O)N1CCN(c2ccccc2N)CC1	-1	-38	0.9	-7	0	-2.3	0.5	-16	-0.3	0.8
Cc1ccccc1-c1nc(CS(=O)(=O)CC(=O)N2CCc3ccccc32)c(C)o1	11	28	1	-4	-6	-0.1	0.9	-11	-0.3	1
CCOc1ccc(NC(C)=O)cc1[N+](=O)[O-]	-3	-18	0.9	0	-1	-0.4	1.2	-5	-0.1	1
COCCn1c(C)cc(C(=O)CSc2nncn2-c2ccccc2)c1C	1	1	1.1	-2	-2	1.9	0.3	-8	-0.4	0.9
COC(=O)C1C(O)=C(C=Nc2ccccc2)C(=O)CC1(C)C (stereo unspecified)	-1	-8	1.1	-5	-2	-0.9	1.3	0	-0.1	1.1
Cc1ccc(S(=O)(=O)N(C)Cc2ccc(-c3nnc4n3CCC4)cc2)cc1	-3	-2	1	-1	0	1.0	-0.8	-3	-0.4	1
COc1ccc2nc3oc(C(=O)NCc4cccs4)cc3cc2c1	1	2	1.1	-2	1	1.2	0.4	-12	0.4	1.1
CCOc1ccc(-n2ccnc2SCC(=O)Nc2cc(C)on2)cc1	-4	-16	1.1	-2	3	-1.4	-0.1	-20	-0.3	1.2
O=C1O/C(=C/c2ccccc2)N=C1c1ccccc1	0	-7	1.1	2	0	-0.1	4.1	-5	0.1	1.1
Cc1ccc(NC(Cc2cc(C)no2)c2ccccc2)cc1 (stereo unspecified)	-2	13	0.8	-5	-4	-0.1	-0.3	-6	-0.5	0.8
Cc1cccc(NC(=O)C2CCCN(c3nc(C)cc(C)n3)C2)c1 (stereo unspecified)	0	-3	1.1	-1	3	0.4	2.5	-9	0.2	1.1
Cc1nc(Sc2nnnn2C)c2c3c(sc2n1)CCC3	26	14	1	-8	-2	0.9	0.0	-17	0.2	1
O=C(O)CCC(=O)N1N=C(c2c(-c3ccccc3)c3cc(Cl)ccc3[nH]c2=O)CC1c1cccs1 (stereo unspecified)	-5	0	1.1	-3	-1	-0.3	6.8	5	-0.5	1.1
Cc1nc2cc(C(=O)OCC(=O)NC3CCS(=O)(=O)C3)ccc2n1-c1ccccc1 (stereo unspecified)	-2	.	1	-7	-1	0.2	2.1	-11	-0.1	1
CC(C)(C)C(=O)N(CCN(C(=O)C(C)(C)C)c1ccccc1)c1ccccc1	-2	.	1	-8	-2	2.4	2.3	-10	0.0	0.9
CC1Cc2nc(SCC(=O)Nc3ccc4c(c3)OCCO4)n(C)c(=O)c2S1 (stereo unspecified)	-4	-16	0.9	-4	-1	-0.2	1.6	-8	-0.6	1
CCc1cccc2c(=O)c(C(=O)NCCCOC)c[nH]c12	-1	-27	1	-3	0	0.0	3.2	-6	0.0	0.9
CCCc1nnc(SCC(=O)O)n1/N=C/c1ccc2c(c1)OCO2	2	.	1	1	-5	1.5	0.8	-4	0.1	1.1
O=C(N/N=C/c1cc([N+](=O)[O-])ccc1O)NC12CC3CC(CC(C3)C1)C2	33	-2	1.1	8	1	-0.6	0.1	-13	-0.3	1.2
Cc1c(Cl)cccc1N(Cc1ccc(C(=O)O)cc1)S(=O)(=O)c1ccccc1	6	2	0.9	0	-1	-0.8	1.9	-5	-0.3	1
Cc1cc(C)n(CC2CC(=O)N(c3ccc(Cl)c(Cl)c3)C2=O)n1 (stereo unspecified)	-4	.	1	-6	-5	0.2	-1.2	-14	-0.2	1
COc1cccc(Nc2nc3ccc(OC)cc3s2)c1	49	4	0.9	3	-5	0.5	-1.6	-2	0.2	0.9
O=C(c1cc2nc(-c3ccc(Cl)cc3)cc(C(F)(F)F)n2n1)N1CCOCC1	6	-7	0.9	-6	-5	-0.5	2.5	-6	-0.4	0.9
CCCCOc1ccc(NC(=O)CSc2nnnn2C)cc1	-2	14	1	-4	0	1.7	0.7	-14	0.0	1.1

Compound profiles, as listed above. Values in the order: Lmaj promast	S1P3 antagonist	PMI activator	TNAP inh hi DEA	HMGR II inh	DTT redox prof	RAM inhibit	TNAP inh noacc	Hsp70 act	PMI act satM6P
`Cc1nc(Sc2nnnn2C)c2c3c(sc2n1)CCC3` across the screens: 26	14	1	-8	-2	0.9	0.0	-17	0.2	1
`COCCn1c(C)cc(C(=O)CSc2nncn2-c2ccccc2)c1C` across the screens: 1	1	1.1	-2	-2	1.9	0.3	-8	-0.4	0.9
`COC(=O)C1C(O)=C(C=Nc2ccccc2)C(=O)CC1(C)C` (stereo unspecified) across the screens: -1	-8	1.1	-5	-2	-0.9	1.3	0	-0.1	1.1

Going on with the list:
SMILES	Lmaj promast	S1P3 antagonist	PMI activator	TNAP inh hi DEA	HMGR II inh	DTT redox prof	RAM inhibit	TNAP inh noacc	Hsp70 act	PMI act satM6P
O=c1[nH][nH]cc1C=NCc1cccnc1	-10	12	0.9	-3	-7	-1.9	-0.6	-6	-0.2	0.9
COc1cccc(-c2nnc(-c3ccc(C(F)(F)F)cc3)o2)c1OC	-3	.	1	2	-4	3.6	2.2	4	0.6	1
CC(=Nc1ccccc1)c1sc2ccccc2c1O	15	.	0.8	7	-1	2.1	-0.6	-2	0.2	0.8
Cc1ccc(Sc2ccc(NC(=O)c3ccc(S(C)(=O)=O)cc3Cl)cc2)cc1	-5	.	0.9	-2	-6	-3.4	3.8	-5	-0.1	0.9
N=c1n(CCN2CCOCC2)c2ccccc2n1Cc1ccccc1Br	95*	28	1.1	-9	-3	-0.4	0.2	-2	0.0	1.1
Cc1ccccc1N/N=C/c1ccc(N2CCOCC2)cc1	1	.	1.5	-5	1	-3.7	1.1	-16	0.0	2.4*
O=C(NCCc1ccncc1)C12CC3CC(CC(C3)C1)C2	2	.	1	-1	-2	0.2	0.5	10	-0.4	1
Cc1ccc(/C=N/n2c(C)n[nH]c2=S)o1	-7	.	1	-4	-1	2.6	0.0	-8	-0.1	1
Cc1cc(C)cc(NS(=O)(=O)c2cc(C(=O)NCc3ccccn3)ccc2Cl)c1	-4	-3	0.9	-2	-1	-0.2	0.4	-9	-0.1	0.9
Cc1cccc(NC(=O)CSc2nnc(C)n2Cc2ccccc2)c1	-3	.	1.1	-5	0	0.1	0.3	-16	-0.1	1.1
COc1ccccc1N1CCN(C(=O)CCC(=O)O)CC1	-5	4	1.1	-8	-4	0.2	1.3	-8	-0.4	1
COc1ccccc1C(=O)Nc1ccc2nc(SCC(=O)N(C)C)sc2c1	11	8	0.9	-4	-4	-0.8	0.6	-4	-0.3	0.9
Cc1ccsc1C1Nc2ccccc2C(=O)N1O (stereo unspecified)	-7	-13	1.8	-3	-2	0.2	-0.6	-4	0.0	1.9
CCCn1c2c(c(=N)c3c1CCC3)CCCC2	100*	-7	0.8	-4	-6	-0.1	0.9	-4	0.3	0.9
CN1CCN(/C(=N\S(=O)(=O)c2ccc(F)cc2)c2ccccc2)CC1	-4	-12	1.1	-6	-9	-3.6	1.1	-6	-0.5	1.1
O=C(COc1cccnc1[N+](=O)[O-])Nc1ccccc1Sc1ccccc1	12	-15	0.8	0	3	0.4	3.4	-5	-0.4	0.9
O=C(NCCN1CCc2ccccc2C1)C1CC(=O)N(C2CCCC2)C1 (stereo unspecified)	-4	-2	1	-6	-1	2.9	0.9	-6	-0.2	1
Cc1nn(-c2ccccc2)c(Cl)c1/C=N/Nc1nc2ccccc2n1C	52*	18	1.1	3	-4	0.1	-0.7	-6	0.1	1.1
O=C1C(C=Nc2ccc(F)cc2)=C(O)c2ccccc21	3	-29	1	1	1	-0.5	4.2	-4	0.3	1
Cc1ccc(NCN2C(=O)C(=O)c3ccccc32)nc1	-5	-10	0.9	-2	1	-0.2	5.2	-12	-0.4	0.9
COc1cccc(CC2(CO)CCN(Cc3cnc(N4CCOCC4)s3)CC2)c1	-2	7	0.9	-8	6	0.1	2.6	-10	-0.5	0.9
Cc1nnc2sc(-c3ccc(-c4ccc(Cl)c(C(F)(F)F)c4)o3)nn12	.	-5	1	-6	.	.	.	-3	.	0.9
Cc1cc(NC(=O)COC(=O)c2ccc(F)c(S(=O)(=O)N3CCOCC3)c2)no1	-9	.	1	-2	2	0.1	1.4	-5	-0.5	1
Cc1ccc(CSc2nnc(CS(=O)Cc3ccc(Cl)cc3Cl)n2C)cc1 (stereo unspecified)	0	.	0.9	-2	.	1.6	4.7	-7	-0.1	0.8
Cc1sc2ncnc(N3CCOCC3)c2c1C	0	.	0.9	-1	-2	0.1	0.8	0	0.3	0.9
O=C(NC1CCCC1)C(c1ccncc1)N(CC1CCCO1)C(=O)Cn1nnc(-c2cccs2)n1 (stereo unspecified)	-5	.	0.9	-8	-7	2.1	-0.2	-13	-0.1	1
C#CC[N+](C)(C)CC#Cc1ccc(C)cc1	-2	1	1.1	-1	3	-0.1	-0.4	-16	-0.2	1.1
O=C(CSCc1ccccc1)N=Nc1c(O)[nH]c2ccccc12	-4	5	0.8	2	-1	0.0	2.7	-94	-0.2	0.9
Cc1cccc(N2C(=O)CS/C2=N\NC(=O)c2ccc(Cl)cc2)c1C	1	.	1	-3	9	0.8	1.1	-32	0.0	1
COc1ccc(N(CC(=O)Nc2cc(C)ccc2C)S(=O)(=O)c2c(C)nn(C)c2C)cc1	28	-17	0.9	-3	-3	-1.3	7.3	-20	-0.1	0.9
